# QS inhibitor: inhibitors of bacterial quorum sensing in S. aureus. AID 527. S. aureus RN6390 RNAIII-GFP reporter, AIP-induced, flow cytometry 3 h. inhibition, % at 2 µM. actives 0.3% (n = 24,000);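 active = share of bacteria positive for the green fluorescent reporter and its mean brightness both inhibited by 50% or more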;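 note: 0% = AIP-stimulated control and 100% = unstimulated bacteria without AIP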
# QS inhibitor GFP MFI %: second read-out of QS inhibitor, no call of its own (marks repeat the call); inhibition, %; measured here: inhibition of GFP MFI
# The depositor's hits bear a star. A portion of the library; count on the stated rates, not on these rows.
QS inhibitor	QS inhibitor GFP MFI %	SMILES
-1	2	O=C(c1cc(-c2ccc(F)cc2)on1)N1CCCC1
-3	-14	O=C(Nc1ccc(F)cc1)NC1CCN(Cc2nnnn2Cc2ccco2)CC1
0	4	O=C(CSCc1cccc(F)c1)N1CCN(c2ccccc2)CC1
-1	-15	N#CCCn1ncc2ccccc21
-2	-3	Cc1c(C(=O)NC2CC2)oc2ccc(S(=O)(=O)N3CCCCCC3)cc12
-1	2	Cc1ccc(C)c(N2CCN(C(=O)CN(C)S(=O)(=O)c3ccc4c(c3)CCC(=O)N4)CC2)c1
-1	0	CN1CCN(C(=O)NC2CCCN2S(=O)(=O)c2ccc(Cl)cc2)CC1 (configuration not stated)
12	20	CCn1c(Cc2ccc(OC)cc2)nnc1SCC(=O)Nc1cccc(C(=O)OC)c1

# Continuation.
QS inhibitor	QS inhibitor GFP MFI %	SMILES
-1	2	CCOC(=O)C1C2C=CC3(CN(c4cccc(Cl)c4)C(=O)C13)O2 (configuration not stated)
0	0	Cc1cc(=O)oc2ccc(OCC(=O)N(Cc3ccc(F)cc3)Cc3ccco3)cc12
6	14	COc1ccc(-c2cn3cc(C)ccc3n2)cc1OC
-1	-18	CCOc1nc(-c2ccncc2)nc2ccccc12
2	28	COc1cccc(-c2cc(C(=O)Nc3ccc(OC)c(OC)c3)no2)c1
-4	-10	O=C(NCN1C(=O)C2C3C=CC(C3)C2C1=O)Nc1nccs1 (configuration not stated)
5	14	O=C(c1csc2ccccc12)N1CCN(c2ccccn2)CC1
2	5	CCOC(=O)C(CC)Sc1nc(-c2ccc(OC)cc2)nc2c1c(=O)n(C)c(=O)n2C (configuration not stated)

# Other entries follow:
QS inhibitor	QS inhibitor GFP MFI %	SMILES
0	-14	Cc1ccc(C)c(N(CC(=O)NC2CCCC2)C(=O)CCCC(=O)Nc2ccccn2)c1
-1	-2	Cn1c(=O)oc2cc(S(=O)(=O)NC(Cc3ccccc3)C(=O)N3CCCCC3)ccc21 (configuration not stated)
0	6	CCCCc1cc(=O)oc2cc(C)cc(OC(C)C(=O)O)c12 (configuration not stated)
-1	32	CCOCCCNC(=O)c1ccc(CS(=O)(=O)Cc2cccc(C)c2)o1
-2	-1	O=C(c1ccc(Br)cc1)N1CCN(S(=O)(=O)c2ccccc2)CC1
3	10	CCOc1ccccc1OCC(=O)Nc1ccc(S(=O)(=O)Nc2nc(C)cc(C)n2)cc1
0	4	Cc1n[nH]c(C)c1S(=O)(=O)N1CCCC(C(=O)N2CCN(c3ccc(Cl)cc3)CC2)C1 (configuration not stated)
7	21	COC(=O)c1ccc2c(=O)n(Cc3ccc4c(c3)OCO4)c(SCC(=O)N3CCCC3)nc2c1

# Carrying on.
QS inhibitor	QS inhibitor GFP MFI %	SMILES
2	23	CSc1c(CC(=O)NCCO)n(C)c2ccccc12
1	25	O=S(=O)(NC1CCN(Cc2ccccc2)CC1)c1cccc2cccnc12
-4	-2	COC(=O)CN(c1nc(C)c(Cl)c(OC)n1)S(=O)(=O)c1ccc(C)cc1
0	-6	Cc1cccc(COc2ccc(/C(O)=C3\C(=O)C(=O)N(CCN(C)C)C3c3ccncc3)cc2)c1 (configuration not stated)
0	5	CCOC(=O)c1c(C)oc2c1c(/C=N/c1ccccn1)c(O)c1ccccc12
-1	-6	O=C(CN1CCOc2ccccc21)NCc1ccc(F)cc1
0	1	COc1cccc(-c2nc(CS(=O)CC(=O)NCc3ccc4c(c3)OCO4)c(C)o2)c1 (configuration not stated)
0	24	C=CCOc1ccc(/C(O)=C2\C(=O)C(=O)N(CCOC)C2c2cccnc2)cc1 (configuration not stated)

# One compound at a time, from the list above.
# Results for CCOc1ccccc1OCC(=O)Nc1ccc(S(=O)(=O)Nc2nc(C)cc(C)n2)cc1 = QS inhibitor: 3; QS inhibitor GFP MFI %: 10
# Results for O=C(c1ccc(Br)cc1)N1CCN(S(=O)(=O)c2ccccc2)CC1 = QS inhibitor: -2; QS inhibitor GFP MFI %: -1

# More records:
QS inhibitor	QS inhibitor GFP MFI %	SMILES
-1	5	C[C@H](NC(=O)OC(C)(C)C)C(=O)NCC1CCC(C(=O)O)CC1 (some centres not stated)
0	0	O=C1C2C3C=CC(C3)C2C(=O)N1c1ccc2c(c1)CCC2 (configuration not stated)
-3	-10	O=c1nc(N2CCOCC2)ccn1-c1nc(-c2ccccc2)oc1-c1ccccc1
2	13	Cc1onc(-c2ccccc2)c1C(=O)NC(CC(=O)O)c1ccc(OC(C)C)cc1 (configuration not stated)
-12	-18	C=CCn1cc(C(=O)NCCCOCC)c(=O)c2cc(S(=O)(=O)N(CC)CC)ccc21
3	9	Clc1ccc(-c2nnc3sc(-c4ccc(Br)o4)nn23)cc1
-5	-27	CCS(=O)(=O)N1CCC(C(=O)NCc2ccc(F)cc2)CC1
-2	-6	O=C(Cn1c(-c2cncs2)nc2ccccc21)NCCc1ccccc1

# Next structures follow.
QS inhibitor	QS inhibitor GFP MFI %	SMILES
-2	2	O=c1c2nnn(Cc3ccccc3)c2ncn1-c1ccccc1
-1	-25	Cc1ccc2oc(C(=O)Nc3c(C)n(C)n(-c4ccccc4)c3=O)c(C)c2c1
0	-5	[O-]/[N+](=C/c1ccc(F)cc1)c1ccccc1
-1	5	COC(=O)CC1SC(=O)NC1=O (configuration not stated)
0	5	Cc1cccc(NC(=O)CS(=O)(=O)c2cn(C)c3ccccc23)c1
0	2	O=C(O)C1CCCCC1C(=O)Nc1ccccn1 (configuration not stated)
0	-10	COc1ccc(NC(=O)C2CC(c3cc(OC)c(OC)c(OC)c3)=NO2)cc1OC (configuration not stated)
-10	-16	CCOc1nc(OCC)nc(N2CCC(C)CC2)n1

# New compounds follow.
QS inhibitor	QS inhibitor GFP MFI %	SMILES
0	2	c1cc(C2CCCCC2)ccc1Oc1nc(N2CCOCC2)nc(N2CCOCC2)n1
1	9	CC1CC(C)CN(C(=O)C(NS(=O)(=O)c2ccc3c(c2)oc(=O)n3C)C(C)C)C1 (configuration not stated)
0	4	CC(C)(C)c1ccc(O)c(N)c1
0	-3	COCc1nnc(NC(=O)c2ccc(S(=O)(=O)N3CCCCCC3)cc2)o1
-1	-2	CCN(CCNC(=O)Cn1cc2c(n1)CCCC2)c1ccccc1
15	21	O=C(NCc1ccc2c(c1)OCO2)c1cccc(N2CCCC2=O)c1
0	25	Cc1ccc2cc(C(c3nnnn3CC3CCCO3)N3CCc4ccccc4C3)c(=O)[nH]c2c1 (configuration not stated)
-2	-10	Cc1nc2ccccc2c2oc(C(=O)N3CCN(C(=O)c4ccco4)CC3)cc12

# Next part.
QS inhibitor	QS inhibitor GFP MFI %	SMILES
0	-1	COc1cc(-n2nc(C)c3c2OC(N)=C(C#N)C3c2ccccc2)c(Cl)c(Br)c1O (configuration not stated)
-2	2	CCNC(=O)Cn1cnc2c1c(=O)n(C)c(=O)n2C
0	-25	CCOC(=O)C(CC)n1cnc2c(nnn2-c2ccc(C)cc2)c1=O (configuration not stated)
2	45	O=C(Nc1cccc(OC(=O)c2ccco2)c1)c1ccco1
-2	-61	CCN(Cc1ccccc1)C(=O)CSc1nc(C)cc2c1C(=O)OC2
0	-6	CCN(CC)CCCNC(=O)c1cn(C)c2ccc(S(=O)(=O)N(C)C)cc2c1=O
-1	-4	CC(C)Cc1n[nH]c(=O)[nH]1
2	12	CCNc1nc(Oc2ccc(=O)n(C)n2)nc(N2CCOCC2)n1

# Next entries:
QS inhibitor	QS inhibitor GFP MFI %	SMILES
0	11	Cn1cc(-c2nc3ccccc3[nH]2)c2ccccc21
20	40	Cc1cc2cc(CNC(=O)c3ccc4c(c3)OCO4)ccc2n1C
5	14	N#CC1=C(SCC(=O)NC23CC4CC(CC(C4)C2)C3)NC(=O)C(C#N)C12CCCCC2 (configuration not stated)
-2	-3	CCCSC1=C(C#N)C(c2cc(OC)ccc2OC)CC(=O)N1 (configuration not stated)
-2	0	CC1=C(C(=O)OCc2ccccc2)C(c2ccco2)n2ncnc2N1 (configuration not stated)
1	2	O=c1c2nnn(Cc3ccc(Cl)cc3)c2ncn1Cc1ccc(F)cc1
0	-8	O=C(Cn1cnc2c(nnn2Cc2ccccc2)c1=O)c1ccc(Cl)cc1
-19	-45	O=C(O)CC1(Cc2nc(-c3cccs3)no2)CCCC1

# Carrying on.
QS inhibitor	QS inhibitor GFP MFI %	SMILES
-4	-18	COC(=O)CN1C(=O)CC(C)(C)S(=O)c2ccccc21 (configuration not stated)
-4	-5	CCC(=O)c1ccc(O)cc1
0	-15	CCOc1ccccc1NC(=O)CC1Nc2cc(C)c(C)cc2NC1=O (configuration not stated)
-1	-2	Cc1c(NC(=O)c2cnn3c2NC(c2ccco2)CC3C(F)(F)F)c(=O)n(-c2ccccc2)n1C (configuration not stated)
0	16	CCOC(=O)N1CCN(C(=O)c2oc3ccc(S(=O)(=O)N4CCCCC4)cc3c2C)CC1
-6	-6	COc1ccc(NC(=O)c2cc(C3CC3)on2)c(OC)c1
1	2	COc1cccc(Cn2nnc(C(=O)NCc3ccccc3Cl)c2N)c1
-2	-2	COc1ccc(C2C(C(=O)Nc3cccnc3)=C(C)Nc3nc(-c4cccs4)nn32)cc1OC (configuration not stated)

# Look-ups from the results shown:
# CCOc1ccccc1NC(=O)CC1Nc2cc(C)c(C)cc2NC1=O (configuration not stated) | QS inhibitor GFP MFI %: -15
# COC(=O)CN1C(=O)CC(C)(C)S(=O)c2ccccc21 (configuration not stated) | QS inhibitor: -4

# Next part.
QS inhibitor	QS inhibitor GFP MFI %	SMILES
-2	1	CSc1cccc(NC(=O)Cn2cccc2)c1
0	0	O=C(c1ccco1)N1CCN(c2c(-c3ccccc3)c3cc(Cl)ccc3[nH]c2=O)CC1
2	14	CC(C)(C)n1nc2c(c1NC(=O)c1cccc(C(F)(F)F)c1)CS(=O)C2 (configuration not stated)
-1	4	O=C(CCN1C(=O)c2ccccc2C1=O)NCCN1CCOCC1
2	-5	CC(C)(C)C1CCc2onc(C(=O)NC3CCCC3)c2C1 (configuration not stated)
-4	-12	CCCOc1ccc(C2C(=O)N(C3CCCCC3)CC(=O)N2CCC)cc1OC (configuration not stated)
-1	10	CC1CCN(C(=O)CSc2nnc(-c3ccc(S(=O)(=O)N4CCOCC4)cc3)n2C)CC1
0	8	CCOC(=O)N1CCC(NC(=O)C2CCN(S(=O)(=O)c3cccc4cccnc34)CC2)CC1

# Continued.
QS inhibitor	QS inhibitor GFP MFI %	SMILES
-9	-16	COC(=O)CSc1cc(SCC(=O)OC)c(C#N)c(SCC(=O)OC)c1
2	5	Oc1ccc(Nc2nc(-c3ccc(O)cc3)cs2)cc1
-4	-37	CSc1ccc(/C=N/n2nnnc2N)cc1
0	-2	CCSc1nncn1/N=C/c1ccc(OC)c(OC)c1
-3	-4	COc1cccc(OC)c1C(=O)Nc1cccc(C(C)=O)c1
1	8	COCC(C)NC(=O)c1cc(-c2ccc(O)cc2)on1 (configuration not stated)
0	-38	CCCCCOC(=O)CSc1nnc(-c2cc(OC)c(OC)c(OC)c2)o1
-1	-16	CC(C)(C)C(=O)OCCn1c(=O)c2cc3c(=O)n(CCOC(=O)C(C)(C)C)c(=O)c3cc2c1=O

# By substructure: the entries above containing a furan ring, fused or not (13)
QS inhibitor	QS inhibitor GFP MFI %	SMILES
-3	-14	O=C(Nc1ccc(F)cc1)NC1CCN(Cc2nnnn2Cc2ccco2)CC1
-2	-3	Cc1c(C(=O)NC2CC2)oc2ccc(S(=O)(=O)N3CCCCCC3)cc12
0	0	Cc1cc(=O)oc2ccc(OCC(=O)N(Cc3ccc(F)cc3)Cc3ccco3)cc12
-1	32	CCOCCCNC(=O)c1ccc(CS(=O)(=O)Cc2cccc(C)c2)o1
0	5	CCOC(=O)c1c(C)oc2c1c(/C=N/c1ccccn1)c(O)c1ccccc12
3	9	Clc1ccc(-c2nnc3sc(-c4ccc(Br)o4)nn23)cc1
-1	-25	Cc1ccc2oc(C(=O)Nc3c(C)n(C)n(-c4ccccc4)c3=O)c(C)c2c1
-2	-10	Cc1nc2ccccc2c2oc(C(=O)N3CCN(C(=O)c4ccco4)CC3)cc12
2	45	O=C(Nc1cccc(OC(=O)c2ccco2)c1)c1ccco1
-2	0	CC1=C(C(=O)OCc2ccccc2)C(c2ccco2)n2ncnc2N1 (configuration not stated)
-1	-2	Cc1c(NC(=O)c2cnn3c2NC(c2ccco2)CC3C(F)(F)F)c(=O)n(-c2ccccc2)n1C (configuration not stated)
0	16	CCOC(=O)N1CCN(C(=O)c2oc3ccc(S(=O)(=O)N4CCCCC4)cc3c2C)CC1
0	0	O=C(c1ccco1)N1CCN(c2c(-c3ccccc3)c3cc(Cl)ccc3[nH]c2=O)CC1

# Compound activity as filed in PubChem BioAssay.
